BAP1 inh = inhibitors of human BAP1 deubiquitinase; Q92560; recombinant BAP1, Ub-AMC hydrolysis fluorescence kinetic; active compounds read low; activity remaining (% of control), % at 20 µM; 72,000 compounds, 0.48% hits;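 active = activity remaining at or below 50% of control, provided the compound also passes the data quality filters; inactive = the rest, including low values that fail the filters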;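 also: 100% = DMSO wells rate and 0% = substrate alone blank rate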
Target sequence (Q92560 whole entry, looked up): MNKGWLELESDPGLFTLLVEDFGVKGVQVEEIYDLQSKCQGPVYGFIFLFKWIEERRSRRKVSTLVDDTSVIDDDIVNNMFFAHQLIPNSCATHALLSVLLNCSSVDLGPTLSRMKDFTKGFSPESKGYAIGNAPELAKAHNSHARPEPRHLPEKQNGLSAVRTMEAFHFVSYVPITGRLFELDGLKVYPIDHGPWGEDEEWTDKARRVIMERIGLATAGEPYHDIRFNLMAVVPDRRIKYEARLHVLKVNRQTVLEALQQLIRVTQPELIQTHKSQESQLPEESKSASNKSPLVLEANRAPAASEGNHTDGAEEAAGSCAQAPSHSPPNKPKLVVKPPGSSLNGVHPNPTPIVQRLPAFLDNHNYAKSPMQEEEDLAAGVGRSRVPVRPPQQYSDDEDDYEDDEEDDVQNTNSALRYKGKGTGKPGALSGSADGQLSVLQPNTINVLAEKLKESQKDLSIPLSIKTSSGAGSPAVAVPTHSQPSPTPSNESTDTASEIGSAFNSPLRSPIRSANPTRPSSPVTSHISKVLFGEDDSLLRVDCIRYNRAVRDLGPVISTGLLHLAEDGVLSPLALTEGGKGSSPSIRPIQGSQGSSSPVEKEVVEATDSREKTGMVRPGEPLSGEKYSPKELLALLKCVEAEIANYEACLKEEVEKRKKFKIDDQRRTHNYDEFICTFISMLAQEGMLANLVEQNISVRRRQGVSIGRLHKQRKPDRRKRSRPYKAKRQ
HePTP inhibitor = inhibitors of human HePTP phosphatase. recombinant HePTP phosphatase activity, OD absorbance. inhibition, % at 20 µM. 110,000 compounds, 0.64% hits. AID 521. P35236; in the data active = inhibition above about 50%;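 also: plate controls were vehicle for no effect and reference inhibitor for full effect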
Target sequence (P35236 whole entry, looked up): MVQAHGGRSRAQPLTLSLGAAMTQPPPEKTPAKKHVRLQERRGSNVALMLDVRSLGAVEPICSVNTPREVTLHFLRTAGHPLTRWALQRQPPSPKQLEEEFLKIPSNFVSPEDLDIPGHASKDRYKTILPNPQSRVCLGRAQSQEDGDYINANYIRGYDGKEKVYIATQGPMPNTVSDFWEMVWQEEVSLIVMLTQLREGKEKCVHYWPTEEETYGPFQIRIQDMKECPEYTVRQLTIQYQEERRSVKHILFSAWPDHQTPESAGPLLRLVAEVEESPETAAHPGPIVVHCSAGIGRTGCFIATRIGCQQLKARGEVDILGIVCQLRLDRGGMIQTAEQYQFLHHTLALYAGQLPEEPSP
* marks the source's active call; other numbers are inactive results; . = not tested or not shown; & = joins results of further samples.

BAP1 inh,HePTP inhibitor,mol
83,2,O=c1[nH]c2ccc(Cl)cc2c(=O)n1Cc1ccco1
.,8,CCOc1cc(S(=O)(=O)N2CCN(CC)CC2)ccc1Cl
.,11,O=C(COc1ccc2ccccc2c1)Nc1cccc(-c2cc3ccccc3oc2=O)c1
.,1,CCOC(=O)C1CCN(C(=O)CCNC(=O)c2cc(OC)c(OC)c(OC)c2)CC1
71,-4&3,CCOC(=O)C1=C(O)CCn2c1nc1ccccc12
105,27,CCOc1ccc(C2C(C#N)=C(N)Oc3n[nH]c(C)c32)cc1OC(=O)C1CC1 (configuration not stated)
.,12,Cc1ccc(NC(=O)C2CCCCC2C(=O)O)nc1 (configuration not stated)
.,7,Cc1cc(C(=O)CSc2nnnn2C)c(C)n1CCc1ccc(F)cc1
96,12,CCOC(=O)C1CCN(C(=O)C2CCN(S(=O)(=O)c3cccc4cccnc34)CC2)CC1
95,-5,Cc1c(-n2c(SCC(=O)O)nnc2-c2ccccc2Cl)c(=O)n(-c2ccccc2)n1C
.,10,NC(=O)c1c(NC(=O)c2ccccc2F)sc2c1CCC2
.,39,O=C1c2ccccc2-c2cc(=O)[nH]c3cccc1c23
.,-21,O=C(c1ccccc1)c1ccccc1C(=O)N(C1CCCCC1)C1CCCCC1
148,-6,COc1ccc(C(=O)Nc2ccc3oc(-c4cccc(F)c4)nc3c2)cc1OC
99,-3,Cc1cc(Nc2cccc(C)c2C)n2nc(C)nc2n1
.,-2,COC(=O)C1=C(C)N(C)C(C)=C(C(=O)OC)C1c1ccc(-c2ccccc2)cc1
.,6,CCOC(=O)C(CCCCCOc1cc(C)ccc1C)C(=O)OCC
70,.,O=C(CSc1nc2sc3c(c2c(=O)n1-c1ccccc1)CCC3)c1ccc2c(c1)OCCO2
106,4,Cc1cccc(N2CCN(C(=O)CCNC(=O)Cn3ccc4ccccc4c3=O)CC2)c1C
147,.,O=C(Nc1ccc2nn(-c3ccc(Cl)cc3)nc2c1)c1ccc([N+](=O)[O-])cc1Cl
89,-8,COc1ccc(NC(=O)N(Cc2cccnc2)Cc2ccccc2Cl)c(OC)c1
.,-11,CCCOc1ccc(C(=O)Nc2nc3ccc(OCC)cc3s2)cc1
110,0,CN(C(=O)COC(=O)COc1ccc(Cl)cc1)C1CCCCC1
.,0,CCOC(=O)C1=C(C)N=c2s/c(=C\c3ccccn3)c(=O)n2C1c1ccc(OC)c(OC)c1 (configuration not stated)
94,13,COc1ccccc1NC(=O)CSc1nnc(-c2ccncc2)o1
150,13,CCOC(=O)C1CCCN(C(=O)c2cccs2)C1 (configuration not stated)
103&104,10&-8,COC(=O)c1ccccc1NC(=O)CSc1nc2c(c(=O)n(C)c(=O)n2C)n1C
96,4,CCOC(=O)N1CCC(NC(=O)c2cnc3n(c2=O)CCS3)CC1
.,-4,CC(=O)OCC(=O)NCc1ccc2c(c1)OCO2
105,28,CN(C)S(=O)(=O)c1ccc2c(c1)c(=O)c(C(=O)N1CCOCC1)cn2C
.,-2,CCOCCCNC(=O)C(NC(=O)CC1NC(=O)NC1=O)c1ccc(Cl)cc1 (configuration not stated)
102,0,O=C(Nc1ccccc1N1CCN(C(=O)c2ccc(Cl)cc2)CC1)c1cccnc1
.,-14,COc1ccc(/C=C/C(=O)Nc2ccccc2F)cc1OC
87,2,Fc1cccc(Cl)c1CSc1nnc(COc2cccc3cccnc23)o1
80,-2,CC(C)C(=O)N(c1ccc2oc(=O)sc2c1)S(=O)(=O)c1cccs1
69,1,N#Cc1cnn(Cc2ccc(Cl)cc2)c1N
67,-12,CCOC(=O)N1CCN(c2nnnn2-c2ccccc2)CC1
153,7,COc1cccc(N2CCN(C3CC(=O)N(c4ccc(Cl)c(Cl)c4)C3=O)CC2)c1 (configuration not stated)
.,9,CCOC(=O)c1ccc(NC(=S)NC(NC(=O)c2ccc(C)cc2)C(Cl)(Cl)Cl)cc1 (configuration not stated)
.,-4,CC(=O)Nc1cc(I)cc(C(=O)O)c1
59,.,COc1ccc(-c2csc(NC(=O)c3cc(Cl)ccc3[N+](=O)[O-])n2)cc1
.,-3,CC(=O)c1ccc(N2CCN(C(=O)c3ccc4c(=O)n(-c5ccccc5)c(=O)[nH]c4c3)CC2)cc1
98,0,COC(=O)C1=C(C)NC2=C(C(=O)CCC2)C1c1cccs1 (configuration not stated)
82,6,Cc1ccc(S(=O)(=O)N2CCN(C(=O)N3CCOCC3)C2c2ccc(N(C)C)cc2)cc1 (configuration not stated)
152,6,Cc1c(C)[n+](=O)c2c(n1[O-])CCC2
.,2,CC(=Nc1ccccc1C)C1=C(O)CC(C)(C)CC1=O
162,1,Cc1cc(NC(=O)c2ccccc2F)n(-c2nc3ccccc3[nH]2)n1
95,3,CC(=O)Nc1nc2c(F)cccc2s1
103,4,CC(=O)N1CCN(c2ccc(NC(=O)COc3ccc(Cl)cc3Cl)cc2)CC1
45*,4,CC(=O)C1=C(C)NC(SCC(=O)c2ccc(Cl)c(Cl)c2)=C(C#N)C1c1ccco1 (configuration not stated)
.,9,O=[N+]([O-])c1cc(-c2nnc(-c3ccc(Br)o3)o2)cc([N+](=O)[O-])c1
81,-4,COc1cccc(C(=O)N(Cc2cc3cc(C)ccc3[nH]c2=O)CC2CCCO2)c1 (configuration not stated)
.,6,O=C1NC(=O)N(c2ccc(Cl)cc2)C(=O)/C1=C\c1cccc(O)c1
124,-4,COc1ccccc1N1CCN(C/C(O)=C(\C#N)c2nc(-c3ccccc3)cs2)CC1
.,7,CCCCOC(=O)c1ccc(NC(=O)c2cncc(Br)c2)cc1
99,9,Cc1ccc(NC(=O)N2CCCC2C(=O)NCCC2=CCCCC2)cc1 (configuration not stated)
.,10,Cc1cc(C)c([N+](=O)[O-])cc1-c1ccc(C=C2C(=O)c3ccccc3C2=O)o1
.,-11,Cc1ccc2oc(-c3cc(NC(=O)c4cc5ccccc5o4)ccc3O)nc2c1
82,5&2,Oc1c(C=NCc2ccncc2)sc2ccccc12
93,7,CCOc1ccccc1C(=O)NCCCn1ccnc1

Continued:
BAP1 inh,HePTP inhibitor,mol
97,-3,O=c1c2cnn(-c3ccc(F)cc3)c2ncn1Cc1ccccn1
.,3,CC1(C(=O)N(CC(=O)NC2CCCC2)Cc2ccco2)CC(=O)N=C2C=CC=CN21 (configuration not stated)
.,-3,O=C(Nc1cccc(Br)c1)/C(=C\c1cccs1)NC(=O)c1cccs1
219,7,CCOC(=O)c1ccc(N2C(=O)CC(Sc3nnc(C)s3)C2=O)cc1 (configuration not stated)
104,-2&3,Cc1ccc(C(=O)NC(Cc2c[nH]c3ccccc23)C(=O)O)o1 (configuration not stated)
94,-5,COc1ccccc1-c1noc(-c2cccnc2)n1
62,6,Cc1cc(C(=O)N2CCc3ccccc32)c2cc(F)ccc2n1
.,-3,COc1cc(NC(=O)c2cncc(Br)c2)c(OC)cc1Cl
109,10,O=C(CSc1nc2ccc(Cl)cc2[nH]1)NCc1ccco1
52,-4,Cc1ccc(C(C)C)c(OCc2nnc(SCC(=O)Nc3nccs3)n2C)c1
.,13,CCOc1ccc(C(=O)Nc2ccccc2C(=O)OC)cc1Br
88,-4,COc1ccc(-c2noc(C3CCCN(S(=O)(=O)c4ccc(C)c(Cl)c4)C3)n2)cc1OC (configuration not stated)
75,0,Cc1occc1-c1nnc(SCC(=O)c2ccccc2)n1CC1CCCO1 (configuration not stated)
.,-1,Cc1c(NC(=O)c2ccc(Br)cc2)cccc1-c1nc2ncccc2o1
.,-5,O=C1CCC(=O)N1CNc1ccc(F)cc1
87,.,CC(C)(C)NC(=O)c1nn2c(C(F)(F)F)cc(-c3ccccc3)nc2c1Cl
61,.,O=C(O)c1cc2c3c(c1)C1C=CCC1C(c1ccc(F)cc1)N3CC1CC=CC21 (configuration not stated)
.,6,COc1cc(/C=N/n2c(C)nnc2C)cc(OC)c1O
.,11,COc1cc(NC(=O)COc2ccc(-c3ccc(C)cc3)cc2)c(OC)cc1Cl
.,-3,Cc1nc(SCC(=O)N2c3ccccc3Sc3ccccc32)n[nH]1
.,6,C/C(=N/O)c1ccc(NC2=C(N3CCCC3)C(=O)c3ccccc3C2=O)cc1
.,-5,CC(C)(C)c1ccc(S(=O)(=O)N2CCCC2C(=O)O)cc1 (configuration not stated)
.,4,COc1cc(C(=O)Nc2c(C(C)C)cccc2C(C)C)cc(OC)c1OC
.,-8,CC1=C(C(=O)OCCc2ccccc2)C(c2ccc([N+](=O)[O-])cc2)C2=C(CC(C)(C)CC2=O)N1 (configuration not stated)
.,7,CCCCNC(=O)C(=O)NCCCOC(C)C
.,7,COC(=O)C(Cc1ccccc1)NC(=O)c1ccc(C)cc1 (configuration not stated)
86,-1,O=C(CN1CCC2(CC1)OCCO2)c1ccc2cc[nH]c2c1
.,-5,O=[N+]([O-])c1ccc(CSc2nnc(-c3cccc(F)c3)n2-c2ccccc2)cc1
.,1,COc1ccccc1N1CCN(/N=C\c2c(C)nn(-c3ccccc3)c2C)CC1
.,0,CCCCOC(=O)c1ccc(NC(=O)CSc2ccccn2)cc1

21 successive compounds from above, for reference:
BAP1 inh,HePTP inhibitor,mol
.,-3,COc1cc(NC(=O)c2cncc(Br)c2)c(OC)cc1Cl
109,10,O=C(CSc1nc2ccc(Cl)cc2[nH]1)NCc1ccco1
52,-4,Cc1ccc(C(C)C)c(OCc2nnc(SCC(=O)Nc3nccs3)n2C)c1
.,13,CCOc1ccc(C(=O)Nc2ccccc2C(=O)OC)cc1Br
88,-4,COc1ccc(-c2noc(C3CCCN(S(=O)(=O)c4ccc(C)c(Cl)c4)C3)n2)cc1OC (configuration not stated)
75,0,Cc1occc1-c1nnc(SCC(=O)c2ccccc2)n1CC1CCCO1 (configuration not stated)
.,-1,Cc1c(NC(=O)c2ccc(Br)cc2)cccc1-c1nc2ncccc2o1
.,-5,O=C1CCC(=O)N1CNc1ccc(F)cc1
87,.,CC(C)(C)NC(=O)c1nn2c(C(F)(F)F)cc(-c3ccccc3)nc2c1Cl
61,.,O=C(O)c1cc2c3c(c1)C1C=CCC1C(c1ccc(F)cc1)N3CC1CC=CC21 (configuration not stated)
.,6,COc1cc(/C=N/n2c(C)nnc2C)cc(OC)c1O
.,11,COc1cc(NC(=O)COc2ccc(-c3ccc(C)cc3)cc2)c(OC)cc1Cl
.,-3,Cc1nc(SCC(=O)N2c3ccccc3Sc3ccccc32)n[nH]1
.,6,C/C(=N/O)c1ccc(NC2=C(N3CCCC3)C(=O)c3ccccc3C2=O)cc1
.,-5,CC(C)(C)c1ccc(S(=O)(=O)N2CCCC2C(=O)O)cc1 (configuration not stated)
.,4,COc1cc(C(=O)Nc2c(C(C)C)cccc2C(C)C)cc(OC)c1OC
.,-8,CC1=C(C(=O)OCCc2ccccc2)C(c2ccc([N+](=O)[O-])cc2)C2=C(CC(C)(C)CC2=O)N1 (configuration not stated)
.,7,CCCCNC(=O)C(=O)NCCCOC(C)C
.,7,COC(=O)C(Cc1ccccc1)NC(=O)c1ccc(C)cc1 (configuration not stated)
86,-1,O=C(CN1CCC2(CC1)OCCO2)c1ccc2cc[nH]c2c1
.,-5,O=[N+]([O-])c1ccc(CSc2nnc(-c3cccc(F)c3)n2-c2ccccc2)cc1

Additional compounds:
BAP1 inh,HePTP inhibitor,mol
84,2,CC(C)Cc1cc(C(=O)Nc2ccc(F)cc2F)no1
.,-18,O=C(Nc1cccc(-c2nc3cc(Cl)ccc3o2)c1)c1ccc(Cl)cc1
.,-11,COc1ccc(C2NC(=S)NC(C)=C2C(=O)Nc2ccccc2Cl)c(OC)c1 (configuration not stated)
97,7,CCOc1ccccc1OCCCC(=O)N1CCN(S(=O)(=O)c2cccc(F)c2)CC1
.,86*,N#CC1=C(N)n2c(s/c(=C\c3ccc4c(c3)OCO4)c2=O)=C(C#N)C1c1ccc2c(c1)OCO2 (configuration not stated)
66,3,Cc1ccccc1OCCSc1nc2ccccc2c(=O)[nH]1
132,10,CCOC(=O)c1[nH]c2ccc(OC)cc2c1NC(=O)CCN1CCCC(C)C1 (configuration not stated)
.,8,COc1cc(/C=C2\C(=O)NC(=O)N(c3cc(C)cc(C)c3)C2=O)cc(OC)c1O
.,-7,CCOC(=O)c1cccc(NC(=O)c2cc3sccc3n2C)c1
89,-15,CCN1CCN(CC(=O)NC2CCCC2)C(=O)C1=O
.,8,O=[N+]([O-])c1cccnc1N1CCOCC1
103,-3,O=C(CN(C(=O)CNC(=O)c1ccco1)c1ccc(Cl)c(Cl)c1)NC1CCCCC1
.,8,Cn1c(NCCCO)nc2c(c1=O)C1(CCCCC1)Cc1ccccc1-2
.,2,O=C(Nc1cccc(C(F)(F)F)c1)C1CC(=O)N(c2ccccc2)C1 (configuration not stated)
74,.,Cc1ccc(-c2cc(-c3cc(Cl)ccc3O)on2)cc1
.,-5,COc1cc(/C=N\n2c(C)nnc2C)ccc1OCc1ccccc1
68,8,C=CCc1ccc(OCC(O)COCC)c(OC)c1 (configuration not stated)
99,4,CCC(=O)c1ccc(OCc2ccc(C(=O)OC)o2)c(OC)c1
83,0,CCOc1ccc(C2=Nn3cnnc3SC2)cc1
78,4,COc1ccccc1NC(=O)c1c(NC(=O)c2cc([N+](=O)[O-])ccc2Cl)sc2c1CCCC2
98,6,Cc1ccc(-c2nnn(CC(=O)N(Cc3ccccc3)C(C(=O)NC(C)(C)C)c3ccncc3)n2)o1 (configuration not stated)
.,6,COc1ccc(C2=CC(=O)CC(c3ccccc3)C2)cc1 (configuration not stated)
96,1,Cn1c(Cn2c(=O)sc3ccccc32)nnc1SCC(=O)N1CCCCCC1
.,8,O=c1[nH]c(=S)[nH]c(O)c1C=Nc1ccc(Cl)c(Cl)c1
.,3,CC(Oc1ccc2ccc(=O)oc2c1)C(=O)c1ccccc1 (configuration not stated)
.,5,O=C1c2ccccc2NC(c2ccc(O)cc2)N1c1ccccc1 (configuration not stated)
.,2,CNC(=O)c1c(-c2ccccc2)oc2ccc(O)cc12
.,-4,O=C1c2ccccc2C(=O)c2c1oc(C(F)(F)F)c2C(=O)c1ccccc1
.,-1,Clc1ccc(CSc2nnc(-c3cccnc3)n2Cc2ccco2)c(Cl)c1
.,-8,CCOc1cc(/C=N/n2cnnc2)cc(I)c1O

Screening data from PubChem.
